Compound activity from PubChem.
PAFAH2 FP inh – PAFAH2 enzyme inhibitors, primary screen, biochemical, fluorescence polarization, human. recombinant PAFAH2, FP-rhodamine activity probe. inhibition, % at 3.39 µM. 340,000 tested, 0.99% active. AID 492956, 2010;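 active means inhibition above the mean over all tested compounds plus 3 SD, cut at about 30% in these data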;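 further: inhibitors block probe labeling of enzyme so polarization drops; 0% = enzyme with DMSO and 100% = wells lacking PAFAH2 protein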
PAFAH1B2 FP inh – PAFAH1B2 enzyme inhibitors, primary screen, biochemical, fluorescence polarization, human | Platelet-activating factor acetylhydrolase IB subunit alpha2 (Homo sapiens), P68402 | recombinant PAFAH1B2, FP-rhodamine activity probe | inhibition, % at 3.39 µM | 340,000 tested, 1.2% active;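 active means inhibition above the mean of all tested compounds plus 3 SD, cut at about 24% in these data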;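 further: 0% = enzyme with DMSO and 100% = wells lacking PAFAH1B2; many of its hits are not listed in these tables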
Target sequence (P68402 whole entry, looked up): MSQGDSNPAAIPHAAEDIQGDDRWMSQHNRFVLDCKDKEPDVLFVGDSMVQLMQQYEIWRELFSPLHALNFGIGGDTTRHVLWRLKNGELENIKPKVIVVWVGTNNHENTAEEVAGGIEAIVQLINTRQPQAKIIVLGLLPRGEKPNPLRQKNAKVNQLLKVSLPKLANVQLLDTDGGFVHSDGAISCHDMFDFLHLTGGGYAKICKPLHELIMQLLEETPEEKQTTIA
LYPLA1 inh – LYPLA1 inhibitors, primary screen, counter-screen for PME1 inhibitor project, biochemical, fluorescence polarization, FP-Rh probe ABPP. Acyl-protein thioesterase 1 (Homo sapiens), O75608. AID 2174, 2009. recombinant LYPLA1. 320,000 tested, 0.16% active. inhibition, % at 5.9 µM;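 active means inhibition above the mean of all tested compounds plus 3 SD, set per campaign, cut at about 14% in these data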;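 further: inhibitors block serine hydrolase probe labeling of LYPLA1 so polarization falls; 0% = enzyme with DMSO and 100% = wells lacking LYPLA1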
EBNA-1 inh – EBNA-1 DNA-binding inhibitors, primary screen, biochemical, fluorescence polarization. 300,000 tested, 0.34% active. AID 1950, 2009. inhibition, % at 14.8 µM; in the data active means inhibition above about 28%
ZTA DNA inh – counter-screen for EBNA-1 inhibitors: inhibitors of Epstein-Barr virus ZTA | ZTA-DNA binding, fluorescence polarization | inhibition, % at 11 µM | 320,000 tested, 0.15% active; in the data active means inhibition above about 33%
PREPL inh – PREPL enzyme inhibitors, primary screen, biochemical, fluorescence polarization | Prolyl endopeptidase-like (Homo sapiens), Q4J6C6 | AID 2751, 2010 | recombinant PREPL, fluorescence polarization activity-based probe | 320,000 tested, 0.68% active | inhibition, % at 5.96 µM; in the data active means inhibition above about 43%;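 further: 0% = enzyme with DMSO and 100% = wells lacking enzyme; many of its hits are not listed in these tables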
Target sequence (Q4J6C6 whole entry, looked up): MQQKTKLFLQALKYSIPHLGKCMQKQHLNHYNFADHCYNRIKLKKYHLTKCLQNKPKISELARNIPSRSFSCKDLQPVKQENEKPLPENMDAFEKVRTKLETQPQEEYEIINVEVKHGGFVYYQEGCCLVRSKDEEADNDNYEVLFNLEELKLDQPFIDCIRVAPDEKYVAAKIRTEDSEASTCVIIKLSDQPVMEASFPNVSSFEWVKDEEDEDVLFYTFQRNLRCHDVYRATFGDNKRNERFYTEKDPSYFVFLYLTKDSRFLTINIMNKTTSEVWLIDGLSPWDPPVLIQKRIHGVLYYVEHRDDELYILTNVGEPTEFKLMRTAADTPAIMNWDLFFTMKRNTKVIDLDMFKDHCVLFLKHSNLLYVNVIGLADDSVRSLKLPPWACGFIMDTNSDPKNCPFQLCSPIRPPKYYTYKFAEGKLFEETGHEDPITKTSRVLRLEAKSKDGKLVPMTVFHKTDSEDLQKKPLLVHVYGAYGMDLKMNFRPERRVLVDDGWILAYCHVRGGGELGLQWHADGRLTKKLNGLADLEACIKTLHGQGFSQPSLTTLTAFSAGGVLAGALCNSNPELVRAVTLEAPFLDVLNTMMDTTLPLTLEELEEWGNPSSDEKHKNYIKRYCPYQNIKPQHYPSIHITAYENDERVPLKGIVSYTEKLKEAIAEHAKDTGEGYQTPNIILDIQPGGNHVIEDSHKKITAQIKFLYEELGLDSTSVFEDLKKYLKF
PAFAH1B3 FP inh – PAFAH1B3 enzyme inhibitors, primary screen, biochemical, fluorescence polarization, human | AID 492972, 2010 | inhibition, % at 3.39 µM | 340,000 tested, 0.28% active | recombinant PAFAH1B3, FP-rhodamine probe;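 active means inhibition above the screen-wide average of all tested compounds plus 3 SD, cut at about 25% in these data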;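 further: 0% = enzyme with DMSO only and 100% = wells lacking PAFAH1B3 protein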
pPAFAH inh – pPAFAH enzyme inhibitors, primary screen, biochemical, fluorescence polarization, human; AID 463082, 2010; recombinant pPAFAH, FP-rhodamine probe fluorescence polarization; 330,000 tested, 1.5% active; Platelet-activating factor acetylhydrolase (Homo sapiens), Q13093; inhibition, % at 3.39 µM;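 active means inhibition above the mean inhibition across the screen plus 3 SD, cut at about 25% in these data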;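 further: inhibitors block binding of the rhodamine activity-based probe so polarization drops; 0% = enzyme with DMSO and 100% = wells lacking pPAFAH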
LYPLA2 inh – LYPLA2 inhibitors, primary screen, counter-screen for PME1 inhibitor project, biochemical, fluorescence polarization, FP-Rh probe ABPP. inhibition, % at 5.9 µM. 320,000 tested, 0.38% active. Acyl-protein thioesterase 2 (Homo sapiens), O95372. recombinant LYPLA2;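 active means inhibition above the screen-wide mean plus 3 SD, limit set per campaign, cut at about 26% in these data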;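 further: 0% = LYPLA2 with DMSO and 100% = wells lacking LYPLA2 enzyme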
Numbers without * were called inactive; · = no result given. A portion of the library. The share of hits here may be higher or lower than overall.

SMILES | PAFAH2 FP inh | PAFAH1B2 FP inh | LYPLA1 inh | EBNA-1 inh | ZTA DNA inh | PREPL inh | PAFAH1B3 FP inh | pPAFAH inh | LYPLA2 inh
CC(=O)Nc1ccc(Cl)c(C(N)=O)c1 | 2 | 2 | 0 | 6 | 13 | 11 | -1 | 3 | 3
Cc1cccc(-c2noc(CCCC(=O)NCC3CCCO3)n2)c1 (configuration not stated) | 1 | 1 | -1 | -10 | 4 | -3 | 8 | 3 | 0
CCOc1ccc(OCCC(=O)OCC(=O)NCc2ccc(Cl)cc2)cc1 | -3 | -3 | 1 | -10 | -16 | -9 | 6 | 21 | 0
CC(C)(C)c1ccc(C(=O)C2CCCN(C(=O)CCn3cncn3)C2)cc1 (configuration not stated) | 1 | -4 | 1 | 6 | 6 | 9 | 12 | 6 | 3
CCOC(=O)c1c(-c2ccccc2)csc1NC(=O)/C(C#N)=C/c1ccc(O)c(OC)c1 | 14 | 8 | -18 | 8 | 15 | 30 | 21 | 40* | -22
OCc1nc2ccccc2n1CCCOc1ccccc1 | 6 | -1 | 0 | -5 | 20 | 3 | 1 | 5 | -1
CS(=O)(=O)N(CC(=O)N1CCN(Cc2ccccc2)CC1)Cc1ccccc1 | -10 | 5 | 1 | 12 | 16 | 7 | -8 | 4 | -1
Cc1onc(-c2c(F)cccc2Cl)c1C(=O)Nc1cccc(Cn2cccn2)c1 | 8 | 6 | 1 | -2 | -4 | 3 | -1 | 15 | 1
Cc1ccc(OCCNC(=O)c2ccccc2O)cc1 | 2 | 13 | -2 | 3 | 20 | -13 | -1 | 4 | -1
CCCc1nc(SCC(=O)Nc2nc3c(s2)CCCC3)c2ccccc2n1 | -3 | -2 | -3 | 3 | 3 | 4 | 12 | 2 | -7
CCCn1c(CNC(=O)c2ccccc2)nc2ccccc21 | -6 | 3 | 4 | -3 | 4 | -3 | 6 | 2 | 7
N#CC(c1ccc(Cl)cc1)c1cccc(Cl)n1 (configuration not stated) | 6 | 9 | -1 | -1 | -13 | -2 | -2 | 4 | 1
Cc1nc(NC(=O)COC(=O)CCc2nc3ccccc3s2)c(Cl)cc1Cl | -7 | 2 | -3 | -3 | -10 | -8 | 15 | 14 | 2
O=C(CCc1c[nH]c2ccccc12)NCCOc1ccccc1 | -3 | 3 | 1 | 11 | -5 | 4 | 3 | 2 | 0
CCOC(=O)C1(Cc2ccccc2)CCN(Cc2ccc(COC)o2)CC1 | -3 | 7 | -2 | 4 | -7 | -2 | 4 | 3 | -7
O=C(CNC(=O)c1ccccc1F)OCCCOC(=O)CNC(=O)c1ccccc1F | 3 | -2 | 1 | 6 | 0 | 0 | 1 | 1 | 1
O=C(CCN1C(=O)S/C(=C\c2ccccc2)C1=O)N1CCCCC1 | -2 | 4 | 2 | -11 | 7 | 9 | 4 | -2 | 4
O=C(CNc1ccc(F)cc1F)NC(=O)NCc1ccco1 | -3 | 4 | -1 | -3 | -7 | 6 | -2 | 2 | -3
CCCNC(=O)c1csc(Nc2cccc3ccccc23)n1 | 7 | 0 | 1 | 2 | -13 | 24 | 10 | 7 | -4
CC(C)(C)OC(=O)N1CCC[C@H]1c1nnc(SCc2c(Cl)cccc2Cl)o1 | 7 | 1 | 3 | 1 | 4 | 1 | 0 | 0 | 3
Cc1ccc(-c2ccccc2[C@@H]2C[C@H]3CN(C)C(=O)[C@]34CCCN24)o1 | -2 | 1 | -4 | -5 | 0 | 6 | 11 | 2 | -3
CC(=O)Nc1ccc(NC(=O)CSc2nnc(CNc3ccc(F)cc3)n2CC2CCCO2)cc1 (configuration not stated) | 4 | 4 | 5 | 11 | 0 | 5 | 12 | 2 | 3
COc1ccc(-n2c(=O)c3c4c(sc3n3c(=S)[nH]nc23)COC(C(C)C)C4)cc1 (configuration not stated) | · | · | 2 | 11 | 10 | 2 | · | 6 | -1
CN(C(=O)c1ccccc1C(=O)OCC(=O)c1ccc(F)cc1)c1ccccc1 | 10 | 0 | 4 | · | -7 | 10 | 2 | 2 | 2
CCc1ccc(NC(=O)[C@H](NC(=O)[C@@H]2Cc3ccccc3CN2)c2ccccc2)cc1 | 2 | -1 | 4 | -15 | -2 | -2 | 6 | 3 | 0

Next section; the last 3 above are carried over.
SMILES | PAFAH2 FP inh | PAFAH1B2 FP inh | LYPLA1 inh | EBNA-1 inh | ZTA DNA inh | PREPL inh | PAFAH1B3 FP inh | pPAFAH inh | LYPLA2 inh
COc1ccc(-n2c(=O)c3c4c(sc3n3c(=S)[nH]nc23)COC(C(C)C)C4)cc1 (configuration not stated) | · | · | 2 | 11 | 10 | 2 | · | 6 | -1
CN(C(=O)c1ccccc1C(=O)OCC(=O)c1ccc(F)cc1)c1ccccc1 | 10 | 0 | 4 | · | -7 | 10 | 2 | 2 | 2
CCc1ccc(NC(=O)[C@H](NC(=O)[C@@H]2Cc3ccccc3CN2)c2ccccc2)cc1 | 2 | -1 | 4 | -15 | -2 | -2 | 6 | 3 | 0
O=C(N[C@H]1C/C=C\C[C@H](CC(=O)N(CCO)Cc2ccccc2)C(=O)N[C@H](Cc2c[nH]c3ccccc23)COC1=O)OCC1c2ccccc2-c2ccccc21 | 10 | -1 | · | · | · | 26 | 13 | 33* | ·
CCCN(CCC)C(=O)c1cc(-c2ccc3c(c2)OCO3)nc2ccccc12 | -1 | 1 | -1 | -1 | 12 | 3 | 1 | 7 | 2
COC(=O)c1scc(S(=O)(=O)C(C)(C)C)c1N | -3 | 4 | 2 | 2 | 4 | -1 | 3 | 0 | 2
COc1cccc(NC(=O)CN(C)C(=O)[C@@H]2CCCN2C(=O)c2cccs2)c1 | 7 | 5 | · | · | · | 13 | 1 | 2 | ·
Cc1ccc2c(Cl)c(C(=O)NCC3CCCO3)sc2c1 (configuration not stated) | 8 | 6 | -2 | -15 | 2 | 15 | -6 | 3 | -3
Cc1ccc(C(=O)Nn2cnnc2)cc1 | -13 | 0 | 2 | -1 | -12 | 5 | 3 | 4 | -4
O=c1[nH]cnc2c1cnn2Cc1ccccc1 | 3 | 5 | 2 | -11 | -15 | 2 | 2 | 2 | 4
Cc1ccc(CCNC(=O)c2cc(S(=O)(=O)N3CCCCC3)c[nH]2)cc1 | 5 | 13 | -2 | -11 | -2 | -5 | -1 | -9 | 8
Cc1cc(C)n2nc(NCc3ccccc3)nc2n1 | 0 | 5 | 3 | 2 | -26 | 12 | 4 | 5 | 7
CSc1nc2nccc(-c3ccc(Oc4ccccc4)cc3)n2n1 | -2 | -2 | 1 | 5 | 9 | 10 | 1 | 30* | 13
CN1CCCN(C(=O)c2ccc(Cl)c(S(=O)(=O)N(C)c3ccccc3)c2)CC1 | -4 | 3 | -2 | -1 | -10 | 9 | 4 | 11 | 1
O=C1CCCN1CCCNc1ccc2nnc(CCC(=O)N3CCN(c4ccccc4)CC3)n2n1 | -4 | 0 | 1 | 1 | -4 | 15 | 6 | 2 | 6
CN1CCN(CCCNC(=O)c2ccc(CS(=O)(=O)c3ccc(Br)cc3)o2)CC1 | -4 | 1 | -3 | -6 | 9 | -20 | 3 | -8 | -2
Cc1ccc2c(c1)C(O)(CC(=O)c1cccc(-n3cccc3)c1)C(=O)N2 (configuration not stated) | 6 | 6 | 1 | 3 | -5 | -34 | 1 | 1 | 0
C=CCn1c(SCc2ccccc2)nc(O)cc1=O | 1 | -1 | -2 | 7 | 7 | -2 | 2 | 8 | 2
COC(=O)CCC(=O)Nc1cccc([N+](=O)[O-])c1 | 2 | 0 | -4 | -9 | 7 | 12 | 7 | -5 | -10
O=C1O[C@@H]([C@H](O)CO)C(O)=C1O | -4 | 3 | -1 | 6 | 11 | -2 | 0 | 0 | -3
CC(=O)Nc1ccc(S(=O)(=O)/N=C2\C(=O)c3ccccc3C([O-])=C2n2cc[n+](-c3ccccn3)c2)cc1 | 7 | 11 | 2 | -3 | -5 | 14 | 38* | 7 | 8
O=C(CCn1c(=S)oc2ccccc21)Nc1ccc(F)cc1 | 4 | -1 | -5 | 48* | 7 | 3 | 3 | 4 | -10
O=C(O)c1cccc(C(=O)c2cccc(C(=O)O)c2)c1 | 4 | 9 | 1 | -1 | 4 | -13 | 2 | 0 | 0
CCCc1cc(=O)[nH]c(SCC(=O)N2CCN(c3ccc(F)cc3)CC2)n1 | 8 | 11 | -3 | 3 | 17 | 36 | 0 | 3 | 1
COCCN(CC(=O)NCc1ccc2c(c1)OCO2)C(=O)CCC(=O)Nc1nccs1 | 9 | 2 | 4 | 12 | -9 | 1 | 5 | 2 | 5
O=[N+]([O-])c1cnccc1Nc1ccc(Cl)cc1 | 3 | 1 | 2 | 5 | 15 | -8 | 2 | 5 | 4
CCCOc1ccc(NC(=O)CC2C(=O)N(C)C(=S)N2Cc2cccs2)cc1 (configuration not stated) | -1 | 9 | 7 | -3 | 2 | 8 | 4 | 5 | 10
Cc1ccc(NC(=O)CCNS(=O)(=O)c2ccc3[nH]c(=O)oc3c2)cc1 | 0 | 3 | 4 | 3 | 4 | 9 | 2 | 4 | 2

(more compounds)
SMILES | PAFAH2 FP inh | PAFAH1B2 FP inh | LYPLA1 inh | EBNA-1 inh | ZTA DNA inh | PREPL inh | PAFAH1B3 FP inh | pPAFAH inh | LYPLA2 inh
Cc1ccc(-c2nc(C3CCCN(S(=O)(=O)c4ccc(C(C)(C)C)cc4)C3)no2)cc1 (configuration not stated) | 8 | -2 | 0 | 4 | -5 | -2 | 13 | -4 | -2
NC(=O)c1nsc(C(=O)N(c2ccccc2)C(C(=O)NC2CCCC2)c2ccc3ncccc3c2)c1N (configuration not stated) | 3 | 5 | -3 | -4 | 10 | 2 | 2 | 6 | 3
COc1cccc(CNS(=O)(=O)c2c(C)nc3scc(C)n3c2=O)c1 | 7 | -5 | -2 | 3 | -3 | 3 | 7 | 5 | 2
Cc1c(C(=O)NC2CCOC2)oc2c(F)cccc12 (configuration not stated) | -9 | 5 | -2 | 0 | -8 | 15 | 11 | 3 | -3
CN1CCCN(C(=O)c2ccc(Br)cc2)CC1 | 0 | 5 | -1 | -6 | 12 | -3 | 2 | -3 | 3
COc1cccc(C2=NOC(C(=O)Nc3cc(C)nn3-c3ccccc3)C2)c1OC (configuration not stated) | 8 | 2 | -2 | 1 | 13 | 2 | 1 | 0 | -2
O=C(N/N=C/c1ccccc1[N+](=O)[O-])c1ccc(CN2CCOCC2)cc1 | -5 | 2 | -3 | 1 | 2 | 6 | 4 | -1 | 1
COc1cccc(N2CC(C(=O)Nc3nnc(SCC(=O)c4ccccc4)s3)CC2=O)c1 (configuration not stated) | 4 | -5 | 2 | 20 | -5 | -14 | -6 | 8 | 8
CCNC(=O)COc1ccc(/C=C2\COc3ccccc3C2=O)cc1OC | -9 | -1 | 3 | -18 | -18 | 12 | 2 | -2 | 6
CCc1ccc(-c2csc(NC(=O)C3=NN(c4ccccc4)C(=O)CC3)n2)cc1 | -7 | 0 | -2 | 9 | 3 | 44* | 1 | 16 | 2
COc1ccccc1C(=O)NCCC(=O)N(Cc1ccco1)Cc1cccs1 | 5 | 2 | -2 | 3 | -17 | 5 | 8 | 5 | -6
O=c1[nH]c2ccc(Cl)cc2c(O)c1-c1ccccc1 | 2 | 2 | 2 | 3 | -5 | -3 | 10 | -3 | 3
O=C(CCCN1C(=O)c2cccnc2Oc2ccc(Cl)cc21)N1CCCCC1 | -1 | 0 | -3 | -6 | 17 | -12 | 6 | 6 | -1
